Avidin bead fluor: avidin bead compound fluorescence profile. Avidin beads, compound fluorescence 488/530 nm, flow cytometry; hits give high values. fluorescence (KMESF) at 10 µM. hit rate 0.38% among 220,000. AID 1775; in the data active = fluorescence above about 47; note: inactives centre near 10
Rac1 mut GTP: alters GTP binding to activated mutant human Rac1; GST-Rac1 activated beads, fluorescent GTP binding, flow cytometry; actives lie on both sides; 100% means binding = to untreated wells; AID 764; percent activity (GTP binding), % at 10 µM; hit rate 0.11% among 190,000;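 active = GTP binding at least 20 percentage points away from the 100% baseline, in either direction, so actives lie on both sides; inconclusive = Compound likely fluorescent itself, or too few beads counted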
ABCG2 block: human ABCG2 inhibition, ABCB1 as counter-screen. IgMXP3 cells, JC-1 efflux, flow cytometry. inhibition, % at 6.6 µM. hit rate 0.1% among 190,000. AID 1325;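 active = inhibition above 80%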;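 note: 0% = DMSO and 100% = nicardipine control wells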
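Incubation: cells with compound and JC-1, 10 min at 25 °C, rotating, no wash / Test system: IgMXP3 (ABCG2) plus far-red-tagged CCRF-Adr (ABCB1) cells / Compound dosing: one concentration, 6.6 µM final / Also added: JC-1 fluorescent substrate / Evaluation: efflux inhibition in percent versus controls / Detection: flow cytometry, 530 nm JC-1 signal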
Mcl1 Noxa PPI: Mcl-1/Noxa interaction inhibition; Q07820; TR-FRET Mcl-1/Noxa peptide binding, 2 h; inhibition, % at 21.7 µM; hit rate 1.5% among 220,000; AID 1022;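 active = compounds that cut the protein-peptide binding signal by more than 50% relative to plate controls in a single-dose test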;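 note: His-tagged Mcl-1 with rhodamine Noxa BH3 peptide and terbium anti-His antibody; 0% = Mcl-1 plus Noxa peptide wells and 100% = peptide-only wells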
Target sequence (Q07820 whole entry, looked up): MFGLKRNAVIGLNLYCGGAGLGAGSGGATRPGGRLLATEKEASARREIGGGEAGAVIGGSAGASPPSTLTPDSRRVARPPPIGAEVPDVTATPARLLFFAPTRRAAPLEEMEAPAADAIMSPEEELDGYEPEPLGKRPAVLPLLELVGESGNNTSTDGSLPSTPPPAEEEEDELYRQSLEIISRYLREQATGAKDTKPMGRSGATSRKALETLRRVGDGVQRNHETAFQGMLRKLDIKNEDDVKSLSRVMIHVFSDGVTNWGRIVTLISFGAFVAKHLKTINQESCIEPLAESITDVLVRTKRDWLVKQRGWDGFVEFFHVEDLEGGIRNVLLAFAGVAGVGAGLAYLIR
HRas wt GTP: changes GTP binding to wildtype human HRas; GTP binding activity, % at 10 µM; P01112; hit rate 0.14% among 190,000; GST-Ras wt beads, Bodipy-FL-GTP binding, flow cytometry; actives lie on both sides; AID 759;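 active = GTP binding activity at least 20% away from the 100% baseline, either lowered as inhibitor or raised as activator; inconclusive = flagged as likely green fluorescent, judged across all proteins in the well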;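 note: 0% = unlabeled GTP competition control and 100% = no-compound control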
Target sequence (P01112 whole entry, looked up): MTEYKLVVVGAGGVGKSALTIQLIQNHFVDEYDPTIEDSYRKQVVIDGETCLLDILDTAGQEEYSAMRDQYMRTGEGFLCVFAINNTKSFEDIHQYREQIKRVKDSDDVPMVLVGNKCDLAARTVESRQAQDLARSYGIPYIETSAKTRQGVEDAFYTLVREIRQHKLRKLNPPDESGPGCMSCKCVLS
Cdc42 wt: changes GTP binding to wildtype human Cdc42; percent activity (GTP binding), % at 10 µM; AID 761; P60953; hit rate 0.2% among 190,000; GST-Cdc42 beads, Bodipy-GTP binding, flow cytometry; actives lie on both sides;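 active = percent activity GTP binding at least 20 points away from the 100% baseline, either down as inhibitor or up as activator; inconclusive = compound flagged as likely green fluorescent from well-wide comparison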;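 note: median bead fluorescence of bound Bodipy-FL-GTP at 100 nM; 0% = excess unlabeled GTP control and 100% = no compound control; below 100% means less GTP binding so inhibitor and above means activator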
Target sequence (P60953 whole entry, looked up): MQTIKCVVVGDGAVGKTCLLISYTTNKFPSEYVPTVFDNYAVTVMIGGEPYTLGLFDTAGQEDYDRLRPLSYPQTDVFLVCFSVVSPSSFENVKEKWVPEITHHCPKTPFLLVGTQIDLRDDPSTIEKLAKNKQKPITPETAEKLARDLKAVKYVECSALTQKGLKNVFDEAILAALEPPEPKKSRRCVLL
Rac1 wt GTP bind: alters GTP binding to wildtype human Rac1 | AID 757 | hit rate 0.27% among 190,000 | P63000 | GST-Rac1 beads, fluorescent GTP binding, flow cytometry; actives lie on both sides; 0 = cold GTP competed, 100 = untreated | GTP binding activity (% of control), % at 10 µM;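 active = GTP binding activity at least 20 points away from the 100% control level, either lower or higher; inconclusive = compound flagged as likely green fluorescent, judged across all proteins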
Rab2 wt GTP: changes GTP binding to wildtype dog Rab2A, up or down. GST-Rab2 wt beads, Bodipy-GTP binding, flow cytometry. AID 760. P61105. hit rate 0.19% among 190,000. GTP binding activity, % at 10 µM;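 active = GTP binding activity at least 20 points away from 100%, either lowered or raised; inconclusive = signal likely due to the compound's own green fluorescence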;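 note: 0% = beads with excess unlabeled GTP and 100% = no-compound control corrected for plate trend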
ABCB1 block: blocks JC-1 efflux by human ABCB1 transporter. P08183. CCRF-Adr cells, flow cytometry. inhibition, % at 6.6 µM. hit rate 0.067% among 190,000; in the data active = inhibition above about 40%;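 note: 0% = vehicle and 100% = reference inhibitor; higher value means more JC-1 retained so stronger ABCB1 efflux block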
Rab7 wt GTP bind: dog Rab7 wildtype GTP binding, inhibitors and activators | hit rate 0.055% among 190,000 | GST-Rab7 beads, fluorescent GTP binding, flow cytometry; actives lie on both sides; untreated = 100%, excess cold GTP = 0% | GTP binding activity (percent of control), % at 10 µM;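 active = fluorescent GTP binding to Rab7 beads changed by at least 20 points from the 100% baseline, either direction, mostly lower; inconclusive = compound itself probably fluorescent, or too few beads counted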;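 note: median green fluorescence of bound Bodipy-FL-GTP per Rab7 bead population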
Pf gamet viab: kills late stage P. falciparum gametocytes; AID 743093; P. falciparum stage V gametocytes, ATP luminescence, 24 h; hit rate 0.065% among 150,000; inhibition, % at 10.9 µM;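 active = inhibition above the mean plus 3 SD of compounds within the control limits, set per campaign, cut at about 38% in these data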;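 note: 0% = DMSO wells and 100% = medium only without gametocytes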
* hit, by the source's call; ? = inconclusive; nt = no result given.

#	molecule	Avidin bead fluor	Rac1 mut GTP	ABCG2 block	Mcl1 Noxa PPI	HRas wt GTP	Cdc42 wt	Rac1 wt GTP bind	Rab2 wt GTP	ABCB1 block	Rab7 wt GTP bind	Pf gamet viab
1	Cc1cc(C)cc(NC(=O)C2CCN(c3nccs3)CC2)c1	33	91	2	16	93	93	91	91	0.4	91	-1
2	CC(=O)Nc1sc(C)c(C)c1C(=O)Nc1ccc(C)cc1	6	99	40	6	102	101	106	102	0.1	104	nt
3	CCOc1cc(CNc2ccccc2SC)ccc1O	14	101	21	-5	102	103	107	101	0.8	97	nt
4	CCCCC(=O)Nc1ccc(NC(=O)c2cccnc2)cn1	9	96	2	8	100	97	101	99	0.1	101	nt
5	O=C(C1CCN(c2nnnn2-c2ccccc2)CC1)N1CCN(c2ccccc2)CC1	7	96	15	2	98	99	102	99	1.1	100	19
6	COc1cc(CCC(=O)OCC(=O)Nc2c(C)cccc2C(C)C)cc(OC)c1OC	11	101	8	8	98	104	105	99	0.9	100	nt
7	NC(=O)c1sc2nc(N3CCCCC3)c3c(c2c1N)CCCC3	31	100	25	-1	100	100	100	97	0.1	101	-4
8	O=C(N/N=C\c1ccc(Br)o1)C1COc2ccccc2O1 (stereo not given)	12	97	3	6	97	98	102	97	0.1	96	1
9	CN(CC(=O)NCc1cccnc1)S(=O)(=O)c1ccc2c(c1)c(=O)n(C)c(=O)n2C	7	98	2	13	99	99	100	98	0.6	96	nt
10	CCOc1cc(/C=C(\C#N)C(N)=O)ccc1OS(=O)(=O)c1ccccc1	2	?	20	13	?	?	?	?	2.6	?	nt
11	COC(=O)c1cc2ccsc2n1CC(=O)N1CCCc2ccccc21	21	96	0	-11	97	100	96	97	0.2	96	5
12	Nc1nc(SCc2ccc([N+](=O)[O-])cc2)c2ncn(C3OC(CO)C(O)C3O)c2n1 (stereo not given)	14	100	0	2	104	103	105	102	0.3	104	19
13	c1ccc(-n2nnnc2-n2ccnc2)cc1	13	91	3	nt	94	93	89	93	0.5	94	nt
14	O=C(COc1cccnc1[N+](=O)[O-])NCCc1ccc(Cl)cc1Cl	11	92	6	12	96	97	93	100	0.5	100	-1
15	Cc1ccc(Cl)cc1N1CCN(C(=S)NCCc2ccccc2)CC1	9	92	10	-10	94	91	92	94	-0.5	96	nt
16	CC1=C(C)CC(C(=O)Nc2ccc(C(=O)N3CCOCC3)cc2)C(C(=O)O)C1 (stereo not given)	10	95	1	9	96	95	101	97	0.0	103	-3
17	COc1ccccc1CNC(=O)c1ccc(OC(C)C)cc1	11	97	5	8	97	99	100	96	-0.1	96	-17
18	Cc1ccc(C(=O)NC(=S)Nc2ccc(-c3ccc(CO)o3)cc2)cc1	12	98	0	26	100	100	97	101	-0.4	98	nt
19	Cc1ccc(COc2cccc3c2CCN(Cc2ccc(F)cc2)C3=O)cc1	12	97	52	12	96	97	101	96	1.3	92	nt
20	Cc1ccc(-c2cc(C(F)(F)F)n3nc(C(=O)NCCCn4ccnc4)cc3n2)cc1C	1	92	3	-11	90	94	94	89	1.4	91	nt
21	COc1ccc(C(=O)CSc2nnc(CN3CCCCC3)n2-c2ccc(Cl)cc2)cc1OC	3	100	4	-3	100	98	101	100	1.1	101	30
22	O=C(CSc1ncn(-c2ccccc2)n1)Nc1nc2ccccc2s1	33	93	1	24	97	99	96	95	-0.1	93	-20
23	Cc1cc2cc(CCNC(=O)c3ccc(Br)o3)c(=O)[nH]c2cc1C	5	100	2	-13	102	101	103	99	0.1	101	4
24	COc1ccc(C2=NN(c3ccccc3)C(=O)/C2=C\c2ccc(O)c(OC)c2)cc1	16	88	-2	52*	89	89	89	89	-0.9	88	10
25	COc1ccc(S(=O)(=O)NCC(=O)N(CC(=O)NCC2CCCO2)c2c(C)cccc2C)cc1 (stereo not given)	9	97	1	5	100	102	98	99	0.5	98	17
26	O=C1CC(=O)C(n2cncn2)C(c2c(F)cccc2Cl)C1 (stereo not given)	7	99	2	7	99	99	103	100	0.7	101	-1
27	Cc1noc(C)c1/C=N/Nc1ccccn1	11	97	0	-3	97	97	97	98	-0.1	101	5
28	CCN1CCN(CC(=O)Nc2cc(C)on2)CC1	11	96	12	21	97	95	100	97	3.4	103	15
29	Cc1cc(=O)oc2cc(OCC(=O)N3CCN(C(=O)c4ccco4)CC3)ccc12	22	99	0	14	104	99	106	103	0.3	111	nt
30	CC(=O)NCC(=O)OCC(=O)c1ccc(C)cc1	14	97	4	-1	98	100	101	95	1.0	93	nt
31	CCOC(=O)c1c(NC(=O)c2cccnc2Cl)sc(C(=O)N(C)C)c1C	2	97	1	1	100	98	101	102	0.4	97	20
32	Cc1ccc(-n2nnc3c(=O)n(CC(=O)N4CCCC4)cnc32)cc1	16	103	3	28	102	104	107	101	0.5	99	nt
33	O=C(Nc1c(-c2cccs2)nc2ccccn12)c1ccccc1F	5	95	7	9	96	99	98	97	1.0	105	nt
34	O=C(Cc1nc2ccccc2[nH]c1=O)c1ccccc1	10	97	27	1	99	97	100	98	2.5	107	-1
35	O=C(CN(Cc1ccco1)C(=O)CNS(=O)(=O)c1ccccc1)NC1CCCCC1	10	96	6	nt	100	97	92	97	1.2	96	-12
36	c1coc(CN2CCN(C(c3cccs3)c3nnnn3C3CCCC3)CC2)c1 (stereo not given)	10	105	2	29	106	109	108	106	0.6	103	-2
37	COc1cccc2cc(C(C)N(CCCN3CCOCC3)C(=O)Nc3ccc(Cl)cc3)oc12 (stereo not given)	13	100	26	17	100	100	105	101	3.4	99	nt
38	CC(O)Cc1nsc(NC(=O)c2ccc(Br)o2)n1 (stereo not given)	17	99	1	-9	100	101	102	100	0.4	104	-20
39	CC(=O)c1ccc(N2CCN(C(C)C(=O)NC3CCCc4ccccc43)CC2)cc1 (stereo not given)	8	100	3	2	100	102	103	100	0.8	98	nt
40	S=C(NCCN1CCOCC1)Nc1cccc(Cl)c1	3	100	1	9	101	98	103	100	0.6	104	6
41	CCOc1cc(CNC(=O)CN2C(=O)c3ccccc3S2(=O)=O)ccc1OC	5	99	1	8	99	101	101	98	0.3	99	nt
42	COc1ccc(/C=C2\SC(=S)N(CCC(=O)NC3=NCCS3)C2=O)cc1OC	23	99	-2	56*	97	102	100	97	-1.4	97	-8
43	NS(=O)(=O)c1ccc(CCNC(=O)C2CCN(S(=O)(=O)c3ccc(Br)s3)CC2)cc1	9	95	10	3	98	99	100	98	-0.6	96	nt
44	Cc1nn(C)c(C)c1Sc1ccccc1N	13	98	1	16	101	103	99	103	0.5	110	1
45	O=C(COc1c(CO)cc(Br)cc1CO)NC1CCCc2ccccc21 (stereo not given)	8	96	1	14	93	101	94	98	0.1	96	nt
46	COc1cccc(C2c3c(C)nn(-c4ccc([N+](=O)[O-])cc4)c3N=C3C(=O)Nc4ccccc4N32)c1 (stereo not given)	9	96	1	17	99	95	98	99	0.4	104	4
47	Cc1ccc(C)c2c1[nH]c1ccccc12	8	100	1	5	103	105	105	102	0.5	102	nt
48	COC(=O)c1cnc(SC)nc1C	5	100	1	14	102	106	101	101	0.0	102	13
49	FC(F)(F)C1CC(c2cccs2)Nc2ncnn21 (stereo not given)	8	98	2	15	99	98	102	99	0.2	98	22
50	CCCc1oc2c(c(=O)c1CC)C(=O)CC(C)(C)C2	8	102	0	24	101	104	104	101	0.4	100	-3
51	CN1CCN(C(=O)c2ccc(Cl)c(S(=O)(=O)N3CCCCCC3)c2)CC1	11	99	1	-5	99	94	101	98	2.1	107	7
52	COc1cccc(CC(NC(C)=O)C(=O)NC2CCN(S(=O)(=O)c3ccc(F)cc3)CC2)c1OC (stereo not given)	15	93	3	-5	97	98	99	97	0.4	102	1
53	O=C1NC(=Nc2ccc(Cl)cc2)SC1Cc1cc(Cl)ccc1Cl (stereo not given)	11	95	11	-3	95	95	96	92	0.3	94	4
54	CCOC(=O)C(=O)Nc1cc([N+](=O)[O-])ccc1C	17	103	3	1	102	102	101	103	0.2	99	-1
55	CCC(C)NC(=O)CN(C)S(=O)(=O)c1ccc2c(c1)c(=O)n(C)c(=O)n2C (stereo not given)	6	?	3	-10	?	?	?	?	0.5	?	nt
56	O=C(O)COc1ccccc1C(Nc1cccnc1)c1cc(Cl)c2cccnc2c1O (stereo not given)	12	86	-4	97*	88	87	85	88	-1.4	89	nt

Additional records follow:
#	molecule	Avidin bead fluor	Rac1 mut GTP	ABCG2 block	Mcl1 Noxa PPI	HRas wt GTP	Cdc42 wt	Rac1 wt GTP bind	Rab2 wt GTP	ABCB1 block	Rab7 wt GTP bind	Pf gamet viab
57	Cc1cc(C(=O)NC2CCCCC2)c2cc(F)ccc2n1	12	95	8	1	99	97	99	101	2.6	105	10
58	CCOc1cccc(-c2cc(C(=O)NN)[nH]n2)c1	10	94	14	-4	100	100	102	101	0.0	109	9
59	CCOc1ccccc1NC(=O)C(=O)N/N=C/c1cc(Br)ccc1O	11	92	-3	18	95	93	97	90	-1.0	96	16
60	CS(=O)(=O)N(CC(N)=O)c1ccc2c(c1)OCO2	4	100	7	14	102	101	103	104	-0.3	100	nt
61	O=Cc1ccc(Oc2cccc(C(F)(F)F)c2)nc1	11	98	3	-8	99	100	100	101	0.1	97	-7
62	Cc1ccccc1Cn1cc(NC(=O)c2cc(-c3cccs3)on2)cn1	26	96	4	-23	97	98	95	96	0.4	97	nt
63	C(=N\Nc1ccc2ccccc2n1)/c1ccc2c(c1)OCCO2	10	85	-2	16	88	87	89	86	-0.4	96	17
64	CCOC(=O)/C=C/C(=O)OCC(=O)Nc1cccc(Cl)c1Cl	8	92	3	15	96	95	97	95	0.5	96	-4
65	CCC(C(=O)NC1CCCC1)N(Cc1ccco1)C(=O)Cn1nnc(-c2ccc(C)cc2)n1 (stereo not given)	3	95	4	7	95	100	97	95	2.1	96	-8
66	O=C(Cn1cccc1C(=O)c1ccccc1)NCc1ccco1	14	100	7	6	100	102	103	101	0.9	98	nt
67	COCCOC(=O)C(C#N)c1nc2ccccc2nc1N1CCCC1 (stereo not given)	12	95	2	38	98	98	97	98	0.4	98	-11
68	Clc1ccc(-c2nnc(-c3ccccc3Cl)o2)cc1	20	97	27	-14	97	96	101	100	0.5	93	-39
69	CN1CCN(C(=O)c2cnn3c(C(F)(F)F)cc(-c4cccs4)nc23)CC1	3	100	10	-9	99	101	101	96	0.9	96	2

Bioassay records (PubChem BioAssay)

Outcome played no part in choosing rows. About 2.3% of those tested had a hit in this group.
